High-throughput results from PubChem.
BLM helicase inh: qHTS Assay for Inhibitors of Bloom's syndrome helicase (BLM); Potency, µM (highest dose often 56.1 µM), for inactives: at the top dose activity change, negative = inhibition, most hits filed as inhibitors; RecQ-like DNA helicase BLM (Homo sapiens), P54132; hit rate 0.2% among 350,000; recombinant BLM DNA unwinding, fluorescence dequenching;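 further: plate controls were vehicle for no effect and no enzyme for full effect; nearly all actives have a fitted effect of over 35% in size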
HP1b binding inh: HTS for Inhibitors of HP1-beta Chromodomain Interactions with Methylated Histone Tails. AlphaScreen HP1-beta / biotin-H3K9me3 peptide binding. Potency, µM (series often up to 114 µM), inactives show at the highest dose activity change, negative = inhibition, actives largely listed as inhibitors. hit rate 0.56% among 390,000. Chromobox protein homolog 1 (Homo sapiens), P83916; further: nearly all actives have a fitted effect of over 70% in size; inactives centre near 23
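Compound inhibition of the preformed complex between 50 nM HP1-beta and 50 nM biotinylated H3K9me3 peptide was read by AlphaScreen. Buffer was PBS pH 7.4 with 0.01% Tween-20. Incubations ran 30 min at room temperature, with 10 ug/mL donor/acceptor beads.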
BAZ2B block: qHTS Assay for Inhibitors of BAZ2B | AlphaScreen BAZ2B-H3K14Ac peptide displacement | AID 504333, 2011 | hit rate 4.4% among 360,000 | Bromodomain adjacent to zinc finger domain protein 2B (Homo sapiens), Q9UIF8 | Potency, µM (doses to about 114 µM), without a hit: at the top dose activity change, negative = inhibition, usual class: inhibitors; further: on the % scale 0 is the no-effect control and ±100 the full control effect; nearly all actives have a fitted effect of over 60% in size
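Multi-concentration screen (max 110 uM) measuring displacement of acetylated histone H3 peptide from BAZ2B by AlphaScreen, using 50 nM protein, 50 nM peptide and 10 ug/mL streptavidin donor plus Ni-chelate acceptor beads.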
G9a block: qHTS Assay for Inhibitors of Histone Lysine Methyltransferase G9a. Histone-lysine N-methyltransferase EHMT2 (Homo sapiens), Q96KQ7. G9a H3K9 monomethylation, AlphaScreen, 2 h. Potency, µM (doses to about 102 µM), for inactives: top-dose activity, negative = inhibition, usual class: inhibitors. hit rate 8.8% among 350,000; further: on the % scale 0 is the no-effect control and ±100 the full control effect; nearly all actives have a fitted effect of over 75% in size
Target sequence (Q96KQ7 913-1193 limits assumed): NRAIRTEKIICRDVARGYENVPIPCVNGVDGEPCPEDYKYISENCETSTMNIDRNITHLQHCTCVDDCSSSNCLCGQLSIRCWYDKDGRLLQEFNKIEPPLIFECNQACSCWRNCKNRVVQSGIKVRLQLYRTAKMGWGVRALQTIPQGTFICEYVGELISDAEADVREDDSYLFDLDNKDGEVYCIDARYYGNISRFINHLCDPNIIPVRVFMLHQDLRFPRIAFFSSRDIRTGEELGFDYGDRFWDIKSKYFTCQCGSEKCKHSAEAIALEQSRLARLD
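Signal arises when biotinylated H3K9 peptide, once monomethylated, bridges streptavidin donor and antibody-captured acceptor beads. Enzyme at 20 nM was preincubated 15 min with test compounds; peptide 500 nM and SAM 20 uM then reacted for 2 h.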
JMJD2A Tudor: qHTS Assay for Inhibitors of JMJD2A-Tudor Domain | Lysine-specific demethylase 4A (Homo sapiens), O75164 | AlphaScreen JMJD2A-Tudor / H3K4me3 peptide binding | Potency, µM (top dose mostly 114 µM), for inactives: at the highest dose activity change, negative = inhibition, actives largely listed as inhibitors | hit rate 4.4% among 390,000; further: on the % scale 0 is the no-effect control and ±100 the full control effect; nearly all actives have a fitted effect of over 50% in size
Tb PGK inh: qHTS Assay to Find Inhibitors of Phosphoglycerate Kinase; AID 602233, 2012; Potency, µM (highest dose often 57.5 µM), inactives show at the top dose activity change, negative = inhibition, most hits filed as inhibitors; hit rate 0.043% among 380,000; PGK/GAPDH coupled, Kinase-Glo luminescence, 60 min; Phosphoglycerate kinase, glycosomal (Trypanosoma brucei brucei), P07378; further: on the % scale 0 is the no-effect control and ±100 the full control effect; nearly all actives have a fitted effect of over 60% in size
Target sequence (P07378 whole entry, looked up): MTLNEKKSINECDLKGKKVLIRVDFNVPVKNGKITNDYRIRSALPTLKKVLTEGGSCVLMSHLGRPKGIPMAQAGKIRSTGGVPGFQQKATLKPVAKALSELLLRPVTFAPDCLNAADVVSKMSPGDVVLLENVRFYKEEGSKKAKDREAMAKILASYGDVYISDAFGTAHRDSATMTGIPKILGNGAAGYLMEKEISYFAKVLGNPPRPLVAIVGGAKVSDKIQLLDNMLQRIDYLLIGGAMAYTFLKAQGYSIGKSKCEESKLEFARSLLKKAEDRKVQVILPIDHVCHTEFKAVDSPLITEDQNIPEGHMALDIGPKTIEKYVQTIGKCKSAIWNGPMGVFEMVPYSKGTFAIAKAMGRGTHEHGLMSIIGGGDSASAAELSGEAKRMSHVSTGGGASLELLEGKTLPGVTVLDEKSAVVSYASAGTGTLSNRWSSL
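Luminescent ATP detection (Kinase-Glo Plus) follows a 60-minute room-temperature incubation, with wells lacking PGK as controls. Buffer: 100 mM TEA (pH 7.6), 5 mM MgCl2, 0.01% Tween-20. Coupling enzyme GAPDH (100 nM final) supplies unstable 1,3-BPG in-well.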
POLI inh: qHTS for Inhibitors of Polymerase Iota; Potency, µM (titrated, usually from 115 µM), inactives show at the top dose activity, negative = inhibition, hits mostly inhibitors; Pol iota fluorescent replication assay, 10 min; DNA polymerase iota (Homo sapiens), Q9UNA4; hit rate 1% among 390,000
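Pol iota at 10 nM preincubated 15 min with compounds at room temperature; reaction started with fluorescent substrate, 50 nM final. Fluorescence read kinetically at 0 and 10 min; buffer-only wells as negative control.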
Pin1 inh: qHTS Assay to Find Inhibitors of Pin1 | Pin1 FP peptide displacement, HiFluor488, 10 min | Potency, µM (highest dose often 115 µM), for the others: at the top dose activity, negative = inhibition, most hits filed as inhibitors | hit rate 0.009% among 390,000; active means well fitted inhibition curve with a large enough effect in the polarisation, with a control signal flat, not every such curve was filed as active; inconclusive means small, poorly fitted or top-dose-only effect, or effect the other way, or a change in a side signal; inactive means no such curve, though single readings can be large or run the other way; the % refers to the polarisation; further: on the % scale 0 is the no-effect control and ±100 the full control effect
Target sequence (Q13526 whole entry, looked up): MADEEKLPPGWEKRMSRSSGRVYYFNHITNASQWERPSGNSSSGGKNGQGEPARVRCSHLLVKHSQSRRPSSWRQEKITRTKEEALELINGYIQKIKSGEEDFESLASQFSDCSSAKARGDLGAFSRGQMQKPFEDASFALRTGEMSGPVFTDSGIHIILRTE
GLS inh: qHTS for Inhibitors of Glutaminase (GLS) | Potency, µM (series often up to 45.5 µM), for the others: at the top dose activity change, negative = inhibition, most hits filed as inhibitors | Glutaminase kidney isoform, mitochondrial (Homo sapiens), O94925 | hit rate 0.21% among 410,000 | GLS enzymatic activity, qHTS titration; further: on the % scale 0 is the no-effect control and ±100 the full control effect
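Coupled fluorescence readout: glutamate oxidase/HRP/Amplex Red detect glutamate formed by hKGA from L-glutamine (1 mM solution added). Buffer 45 mM KH2PO4 pH 8.2, 0.02% Tween-20; reads at t0 and 30 min RT.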
Active calls of the source: *; i = inactive; u = inconclusive; x = no result given; [ ] = dose if it differs, or a comment. Unless noted, the call rests on the fitted dose curve; in most records, active means well fitted curve in the direction sought with a large enough effect; inconclusive means small, poorly fitted or top-dose-only effect, or another doubt; inactive means no such curve, though single readings can be large; an effect the other way counts as inactive or inconclusive. Potency means the concentration at half of the fitted maximal effect. These rows are one share of the data; the hit share may differ from the screen's.

Compound	BLM helicase inh	HP1b binding inh	BAZ2B block	G9a block	JMJD2A Tudor	Tb PGK inh	POLI inh	Pin1 inh	GLS inh
CN(Cc1ccc(Br)s1)C(=O)CNC(=O)c1ccc2c(c1)OCO2	x	27%	-2%	-32%[59 µM]	0%	5%	20%	2%	-1%
Cc1ccc(NC(=O)CS(=O)CC(=O)N(CC(=O)NC2CCCC2)c2ccc3c(c2)OCCO3)cc1 (centres undefined)	-3%	18%	-12%	14%	-2%	i	52%[activator]	4%	4%
Clc1ccc(Oc2cnc3ccccc3n2)cc1	-8%	101%[activator]	118%[activator]	-11%[0.0925 µM]	100%[activator]	-3%	34%[activator]	-7%	2%
CCOC(=O)c1c(NC(=O)C2CC2)sc(C)c1CC	-7%	28%	15%	u	16%	3%	12%	3%	1%
C/C(=N\N=C(N)N)c1ccc(C)c(C)c1	-3%	33%	0%	x	-18%[11.4 µM]	1%	-3%	5%	-4%
Cn1nc(C(C)(C)C)c([N+](=O)[O-])c1C(N)=O	2%	28%	-13%	49%	-11%	-2%	u	4%	6%
CC(=O)c1ccc(S(=O)(=O)Nc2ccc(-c3ccc(N4CCCCCC4)nn3)cc2)cc1	-4%	15%[57 µM]	-2%	-21%[59 µM]	-23%	-2%	11%	25%	-3%
Cc1cc2cc(CN(Cc3cccs3)C(=S)NCc3ccco3)c(=O)[nH]c2cc1C	-5%	u	-8%	7%[59 µM]	-21%[57.1 µM]	-6%	7%	56%[activator]	1%
CCc1nc(N(CC)CC)c2oc3ccccc3c2n1	-5%	87%[activator]	x	2%[59 µM]	9%	-6%	-2%	1%	3%
CCOc1ccc(N(CC)C(=O)CCNC(=O)Cn2ccc3ccccc3c2=O)cc1	-3%	26%	-34%	u	-8%	-3%	31%[activator]	-1%	7%
CN(C)S(=O)(=O)c1ccc(N2CCCC2)c(C(=O)Nc2nc3ccccc3s2)c1	-5%	8%	-9%	u	-22%	-2%	10%	5%	1%
Cc1ccc(Oc2ccc(N)cc2)cc1	-2%	-25%	32µM*	50µM*	u	-8%	-1%	8%	-14%
NC(=O)c1ccc(-n2nc(C(F)(F)F)c3c2CCCC3)cc1	2%	15%	7%	1%[59 µM]	-19%	-5%	13%	-6%	1%
NC(=O)c1ccsc1NC(=O)Cc1ccc([N+](=O)[O-])cc1	-9%	19%	-23%	u	-18%	0%	107%[activator]	-3%	-17%
CCOc1cc(N2CCOCC2)c(OCC)cc1NC(=O)COC(=O)c1ccccc1OC(F)F	x	10%	-9%	0%	-17%	-10%	42%[activator]	-3%	1%
COc1ccccc1NS(=O)(=O)c1ccc(C)c(NC(=O)NC2CCCCC2)c1	-2%	9%	1%	0%[59 µM]	-4%	0%	137%[activator]	8%	3%
CC(NCC(O)COc1ccccc1)C1COc2ccccc2O1 (centres undefined)	-2%	23%	-17%	-11%	-7%	-6%	-1%	-1%	-9%
COc1ccc(/C=C/C(=O)c2ccoc2)cc1	-2%	-2%	-7%	58%[activator][59 µM]	-15%	0%	-6%	4%	6%
Cc1cc(C)cc(Nc2ccc(C(=O)O)cc2N)c1	-13%	-4%	-6%	u	u	i	-11%	12%	-27%
COc1ccc(CCN2Cc3c(N)cccc3C2=O)cc1OC	-2%	8%	-1%	19%	-15%	-8%	14%	1%	-10%
CCOc1cc(C)ccc1OCc1nnc(SCC(=O)c2cccc([N+](=O)[O-])c2)n1C	-6%	35%	11%[57.1 µM]	-3%[59 µM]	-24%	x	-1%	-9%	7%
O=C(NCCCn1ccnc1)C(=O)NCC(c1cccnc1)N1CCN(c2ccccc2)CC1 (centres undefined)	4%	11%	50µM*	u	56µM*	2%	3%	-12%	26%
Nc1nnc(C(c2ccccc2)c2ccccc2)s1	-3%	38%[activator]	-24%	30%	12%	8%	-8%	-1%	-5%
Cc1ccc(COc2ccc(CNCCCN3CCCCCC3=O)cc2)cc1	-7%	32µM*	35µM*	14µM*	1.3µM*	6%	51%[activator]	-8%	-2%
O=c1[nH]c(CSc2ncnc3sc(-c4ccccc4)cc23)nc2ccccc12	-14%	35%	-13%	x	2%	5%	58%[activator]	14%	u

Arranged by value in POLI inh (descending): 3 of the compounds above
Compound	BLM helicase inh	HP1b binding inh	BAZ2B block	G9a block	JMJD2A Tudor	Tb PGK inh	POLI inh	Pin1 inh	GLS inh
NC(=O)c1ccc(-n2nc(C(F)(F)F)c3c2CCCC3)cc1	2%	15%	7%	1%[59 µM]	-19%	-5%	13%	-6%	1%
Cc1ccc(Oc2ccc(N)cc2)cc1	-2%	-25%	32µM*	50µM*	u	-8%	-1%	8%	-14%
Cc1cc(C)cc(Nc2ccc(C(=O)O)cc2N)c1	-13%	-4%	-6%	u	u	i	-11%	12%	-27%

Later entries:
Compound	BLM helicase inh	HP1b binding inh	BAZ2B block	G9a block	JMJD2A Tudor	Tb PGK inh	POLI inh	Pin1 inh	GLS inh
CCC(C(=O)O)n1nnc(-c2ccc(-c3ccc(OC)cc3)cc2)n1 (centres undefined)	-1%	14%	-35%	-39%[12.7 µM]	-13%	4%[11.5 µM]	u	-4%	11%
CN(Cc1ccccc1)S(=O)(=O)c1ccc(NC(=S)NC(=O)C2CCCC2)cc1	-9%	9%	10%	-5%[59 µM]	-8%	i	-8%	-1%	-4%
COc1ccccc1NC(=O)/C(=C/c1cccc([N+](=O)[O-])c1)c1ccccc1	-4%	-3%	-13%	-15%[59 µM]	-34%	0%	10%	-3%	3%
CCOc1ccc(-c2c(C(=O)N/N=C/c3ccc(OC(C)C)cc3)nnn2-c2nonc2N)cc1	-1%	25%	-18%	27%[59 µM]	-17%	-3%	17%	-2%	-3%
CCc1nnc2c(NCCc3ccccc3)nc3ccccc3n12	-3%	62%[activator]	1%	3%[2.33 µM]	-4%	x	-29%	-4%	2%
O=C(COc1ccccc1)NNc1nc2c(F)cc(F)cc2s1	-2%	40%[activator]	-8%	23%	-14%	i	18%	7%	24%
Cc1ccc(NC(=O)CSc2nnc(CSc3nc(C)cc(C)n3)n2Cc2ccco2)c(C)c1	4%	11%	-3%	u	-18%	i	-3%	1%	2%
CCC(C(=O)NC1CCCC1)N(Cc1ccc2c(c1)OCO2)C(=O)c1snc(C(N)=O)c1N (centres undefined)	-3%	28%	-5%	-28%	-20%	-11%	-16%	0%	-2%
CC1=C(C(=O)N2CCCCC2)C(c2cccs2)C2=C(CCCC2=O)N1 (centres undefined)	-1%	13%	9%	-8%[12.7 µM]	-4%	-4%	-1%	-2%	15%
O=C(CNc1ccc2ccccc2c1)NNC1=NCCC1	-6%	-1%	u	u	-14%	-5%	-5%	-4%	19%
O=S(=O)(c1ccc(Cl)cc1)N1CCCc2ccccc21	-8%	129%[activator]	81%[activator]	186%[activator]	142%[activator]	-1%	-12%	5%	3%
CCOc1ccc(NC(=O)c2ccc(F)c(S(=O)(=O)N(CC)Cc3ccccc3)c2)cc1	-9%	34%	2%	-4%[59 µM]	-14%	-1%	26%	0%	1%
Cc1ccc(Cl)cc1N1CCN(C(=O)C2CCN(S(=O)(=O)Cc3ccccc3)CC2)CC1	-6%	25%	2%	u	-4%	4%	3%	3%	-8%
CCOc1ccc(NC(=O)CN(C)C(=O)c2ccc(OCC(=O)N3CCOCC3)c(OC)c2)cc1OCC	x	31%	x	x	-6%	1%	35%[activator]	-6%	-1%
CN(CC(=O)NC1CCCCC1)S(=O)(=O)c1ccc(Br)s1	4%	9%	-9%	-1%[59 µM]	-10%	i	10%	-5%	0%
CC(=O)c1cccc(S(=O)(=O)N2CCN(CCOc3ccccc3)CC2)c1	x	40%[activator]	2%	-51%[2.33 µM]	u	-10%	-13%	2%	1%
Cc1noc(C)c1CSc1ncnc2ccccc12	3%	34%	9%	10%	-2%	0%	-9%	3%	10%
O=C(CSc1nc(=O)n(CCCN2CCOCC2)c2c1CCC2)Nc1cccc(F)c1	x	25%	-5%	2%	-20%	-2%	35%[activator]	-16%	-4%

One compound at a time, as listed above.
Profile of `Cc1ccc(Cl)cc1N1CCN(C(=O)C2CCN(S(=O)(=O)Cc3ccccc3)CC2)CC1` = BLM helicase inh: -6%; HP1b binding inh: 25%; BAZ2B block: 2%; G9a block: u; JMJD2A Tudor: -4%; Tb PGK inh: 4%; POLI inh: 3%; Pin1 inh: 3%; GLS inh: -8%
Profile of `CCc1nnc2c(NCCc3ccccc3)nc3ccccc3n12` = BLM helicase inh: -3%; HP1b binding inh: 62%[activator]; BAZ2B block: 1%; G9a block: 3%[2.33 µM]; JMJD2A Tudor: -4%; Tb PGK inh: x; POLI inh: -29%; Pin1 inh: -4%; GLS inh: 2%

Structures listed above shown as hits in JMJD2A Tudor.
Compound	BLM helicase inh	HP1b binding inh	BAZ2B block	G9a block	JMJD2A Tudor	Tb PGK inh	POLI inh	Pin1 inh	GLS inh
O=C(NCCCn1ccnc1)C(=O)NCC(c1cccnc1)N1CCN(c2ccccc2)CC1 (centres undefined)	4%	11%	50µM*	u	56µM*	2%	3%	-12%	26%
Cc1ccc(COc2ccc(CNCCCN3CCCCCC3=O)cc2)cc1	-7%	32µM*	35µM*	14µM*	1.3µM*	6%	51%[activator]	-8%	-2%
